Source: PubChem BioAssay (several laboratories)
Myeloid diff MLP: compounds promoting myeloid differentiation; ER-HoxA9 myeloid progenitors, lysozyme-GFP differentiation, flow cytometry; calls only at 10 µM; actives 1% (n = 360,000); AID 624256;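 active means normalized GFP-positive differentiation at or above the plate's own cutoff, the solvent-only control mean plus 3 SD; inconclusive means no clear call, values can overlap the other calls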;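 further: cells exposed to compound for four days before flow analysis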
Lipid droplet: modulators of hepatic lipid droplet formation | AML12 mouse hepatocytes, oleate lipid droplets, BODIPY imaging | inhibition, % at 6.5 µM | actives 0.4% (n = 240,000);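 active means lipid droplet intensity inhibited by at least 50%, with more than 500 cells counted; inconclusive means wells with under 300 cells, treated as cytotoxic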
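System: AML12 hepatocytes (mouse). Probe or stimulus: oleic acid at 100 µM to induce lipid droplet formation. Times: overnight treatment with compound plus oleate. Detection: Image-based BODIPY and DAPI two-channel analysis. Evaluation: percent inhibition of filter-corrected integrated lipid droplet intensity per well.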
K1F lysis inhibition: inhibition of K1F phage lysis, E. coli UTI89, bacterial capsule biogenesis inhibitors, alamar blue (AID 488966); E. coli UTI89 K1F phage lysis, alamar blue, 2 h; higher % means a stronger effect; inhibition, % at 100 µM; hits with a dose series show IC50 in µM; actives 0.02% (n = 340,000);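 active means phage lysis inhibition, versus mean bacterial control, above a set limit; inconclusive means no clear call, values can overlap the other calls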;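 further: capsule biogenesis inhibitors block K1F phage lysis so surviving cells raise fluorescence; higher fluorescence means more inhibition of phage lysis; actives were called in the ten point dose series up to 300 µM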
Lipid droplet cells 6.5 µM: further read-out of Lipid droplet, marked with its call; cell count; measured here: cell count, cytotoxicity flag;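 cells counted across two imaged fields per well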
Myeloid diff MLP GFP+ MAC1+ %: recorded beside Myeloid diff MLP, whose call it bears; GFP+ MAC1+ double positive, %; measured here: differentiation confirmed by MAC1 staining
* = called active by the depositor; i = inactive; u = inconclusive; x = not tested or not shown; [ ] = dose if it differs, or a comment. An excerpt (hit frequency here may not be typical).

SMILES	Myeloid diff MLP	Myeloid diff MLP GFP+ MAC1+ %	Lipid droplet	Lipid droplet cells 6.5 µM	K1F lysis inhibition
CC(=O)Nc1ccc(C(=O)N/C(=C/c2ccccc2)C(=O)N2CCCCC2)cc1	i	0.2	16	792	0.1%
CCOc1ccc(S(=O)(=O)N(C)CC(=O)N2CCCC2)cc1	i	1.2	-2	820	0.6%
O=C(N/N=C\c1cc2c(cc1[N+](=O)[O-])OCO2)c1cccs1	i	0.2	4	691	0.1%
CCC(=O)c1ccc(OCC(=O)Nc2cc(S(=O)(=O)N3CCCCC3)ccc2OC)cc1	i	0.6	0	820	0.6%[50 µM]
Cc1ccc(C)c(S(=O)(=O)N2CCN(C(=O)CSc3ccccc3)CC2)c1	i	0.0	-29	663	-0.1%[50 µM]
O=C(c1ccc(Oc2ccc(Cl)cc2)c([N+](=O)[O-])c1)N1CCCC1	i	0.9	-1	420	0.2%
O=C1NC(NS(=O)(=O)c2ccccc2)(C(F)(F)F)C(=O)N1CCc1ccccc1 (stereo unspecified)	i	2.0	13	816	0.4%
CCCCc1nc2cc(C(=O)N3CCCCC3C(=O)OC)ccc2o1 (stereo unspecified)	i	1.2	-15	687	1.4%
Cc1cc(NS(=O)(=O)c2ccc(NC(=O)c3ccccc3C)cc2)no1	i	0.8	1	775	0.4%
CN(C)CCNc1ccc(-c2n[nH]c(=O)c3ccccc23)cc1[N+](=O)[O-]	i	0.4	-4	833	-0.1%
COc1ccc(/C=C2\CN(Cc3ccccc3)C/C(=C\c3ccc(OC)c(O)c3)C2=O)cc1O	u	x	-22	753	-0.6%
COc1ccccc1/C=N/Nc1cc(C)nc2ccc(C)cc12	i	0.6	0	795	0.2%
O=C(CCCCC(=O)Nc1ccc(F)cc1)Nc1ccc(F)cc1	i	0.4	11	881	0.0%
COCCNC(=O)C(c1ccc(C)cc1)N(C(=O)CCC(=O)Nc1ccccn1)c1ccccc1C (stereo unspecified)	i	0.4	5	705	-0.3%
COC(=O)CN1C(=O)[C@H]2[C@@H](c3ccc(C)o3)N3C(=O)CN(CCO)C(=O)[C@@]3(C)[C@H]2C1=O	i	2.3	-2	822	-0.1%
CCOc1ccccc1/C=C/c1onc(C)c1S(=O)(=O)N1CCC(C(=O)N2CCCCCC2)CC1	i	8.2	-40	704	0.2%
COc1cc(CN2CC(=O)N(c3cccc(Cl)c3C)C2=S)cc(OC)c1OC	i	0.9	17	705	3.4%
O=C(NC1CCCN(Cc2ccc(Cl)cc2)C1)c1c(F)cccc1F (stereo unspecified)	i	0.4	6	811	-1.1%
CC(C)(C)c1csc(NC(=O)c2ccccc2O)n1	i	0.3	-7	815	-1.2%
CCOc1ccc(C(=O)NC2CCN(S(=O)(=O)c3ccccc3)CC2)cc1	i	0.2	-1	827	0.5%
CC(C)N1CC(C(=O)Nc2ccc(S(=O)(=O)N3CCCCC3)cc2)CC1=O (stereo unspecified)	i	2.2	40	739	-0.3%
CC(OC(=O)CN1C(=O)COc2ccccc21)C(=O)NCc1ccc(F)cc1 (stereo unspecified)	i	3.4	2	851	-0.3%
CC(C)Oc1ccc(C2CC(=O)NC2=O)cc1 (stereo unspecified)	i	0.5	-3	791	0.0%
COc1ccc(C(=O)N(C)Cc2ccon2)cc1OC1CCN(C(C)C)CC1	i	0.9	6	720	-0.1%
O=C1C(=O)N(CCN2CCOCC2)C(c2ccc([N+](=O)[O-])cc2)/C1=C(/O)c1ccc2c(c1)OCO2 (stereo unspecified)	i	7.0	1	664	1.0%[50 µM]
CCN(CC)C(=O)CSc1nc2cc(S(=O)(=O)N3CCOCC3)ccc2n1CC	i	0.8	-7	712	0.1%
CCOc1ccc(CCNC(=O)c2cccc(NC3=NC4CS(=O)(=O)CC4S3)c2)cc1OCC (stereo unspecified)	i	1.2	10	808	-2.6%
O=C(NCCCN1CCOCC1)c1ccc(/C=C2\Oc3ccccc3N(Cc3ccccc3F)C2=O)cc1	i	1.2	-3	667	0.3%
CCC(=O)c1ccc(OCC(O)Cn2nc(C)c(Br)c2C)cc1 (stereo unspecified)	i	0.1	5	842	0.7%
CN(C)CCCN(C(=O)c1ccc([N+](=O)[O-])s1)c1nc2cc3c(cc2s1)OCCO3	i	1.3	-1	881	-0.3%

Some of the entries so far, as a markdown table.
| compound | Myeloid diff MLP | Myeloid diff MLP GFP+ MAC1+ % | Lipid droplet | Lipid droplet cells 6.5 µM | K1F lysis inhibition |
| --- | --- | --- | --- | --- | --- |
| Cc1ccc(C)c(S(=O)(=O)N2CCN(C(=O)CSc3ccccc3)CC2)c1 | i | 0.0 | -29 | 663 | -0.1%[50 µM] |
| CCC(=O)c1ccc(OCC(=O)Nc2cc(S(=O)(=O)N3CCCCC3)ccc2OC)cc1 | i | 0.6 | 0 | 820 | 0.6%[50 µM] |
| COC(=O)CN1C(=O)[C@H]2[C@@H](c3ccc(C)o3)N3C(=O)CN(CCO)C(=O)[C@@]3(C)[C@H]2C1=O | i | 2.3 | -2 | 822 | -0.1% |
| COCCNC(=O)C(c1ccc(C)cc1)N(C(=O)CCC(=O)Nc1ccccn1)c1ccccc1C (stereo unspecified) | i | 0.4 | 5 | 705 | -0.3% |
| CCOc1ccc(S(=O)(=O)N(C)CC(=O)N2CCCC2)cc1 | i | 1.2 | -2 | 820 | 0.6% |

A draw from above in order of length of the SMILES, largest number first:
SMILES	Myeloid diff MLP	Myeloid diff MLP GFP+ MAC1+ %	Lipid droplet	Lipid droplet cells 6.5 µM	K1F lysis inhibition
CC(C)N1CC(C(=O)Nc2ccc(S(=O)(=O)N3CCCCC3)cc2)CC1=O (stereo unspecified)	i	2.2	40	739	-0.3%
CCN(CC)C(=O)CSc1nc2cc(S(=O)(=O)N3CCOCC3)ccc2n1CC	i	0.8	-7	712	0.1%
CCOc1ccc(C(=O)NC2CCN(S(=O)(=O)c3ccccc3)CC2)cc1	i	0.2	-1	827	0.5%
Cc1cc(NS(=O)(=O)c2ccc(NC(=O)c3ccccc3C)cc2)no1	i	0.8	1	775	0.4%
O=C(NC1CCCN(Cc2ccc(Cl)cc2)C1)c1c(F)cccc1F (stereo unspecified)	i	0.4	6	811	-1.1%

(listing goes on)
SMILES	Myeloid diff MLP	Myeloid diff MLP GFP+ MAC1+ %	Lipid droplet	Lipid droplet cells 6.5 µM	K1F lysis inhibition
O=C(C1CCCN(c2ncnc3c2nc2n3CCCCC2)C1)N1CCN(c2ccc(Cl)cc2)CC1 (stereo unspecified)	i	0.0	-37	710	0.1%
CC1CN(C(=O)COC(=O)c2ccc(O)cc2)CC(C)O1 (stereo unspecified)	i	0.7	19	796	0.4%
Cc1ccc(C)c(S(=O)(=O)N2CCN(C(=O)Cc3ccsc3)CC2)c1	i	0.0	-1	879	-0.1%
O=C(COc1ccc(Br)cc1)Nc1ccc(NC(=O)c2ccccc2)cc1	i	1.2	8	878	-0.8%[50 µM]
O=C(c1ccc(Cl)s1)N1CCCC(N2CCN(c3ccc(F)cc3)CC2)C1 (stereo unspecified)	i	5.6	0	726	0.2%
CCOc1ccc(NC(=O)C2C(c3ccccc3)C2(Cl)Cl)cc1 (stereo unspecified)	i	0.6	-4	870	0.5%
CCOC(=O)C1CCN(C(=O)Cn2nc(C)n3cccc3c2=O)CC1	i	1.0	-1	710	0.9%
O=C(c1ccc(S(=O)(=O)N2CCCC2)cc1)N(c1ccccc1)C1C=CS(=O)(=O)C1 (stereo unspecified)	i	0.0	7	865	0.1%
CCOC(=O)COn1c(=O)c(-c2ccc(OC)cc2)[n+]([O-])c2ccccc21	i	0.9	-1	852	0.1%
Cc1cccc(NC(=O)c2c(O)c3ccccc3[nH]c2=O)c1	i	0.7	6	833	0.3%
Cc1ccc(CN2CCN(C(=O)CCC(=O)Nc3nnc(C(C)C)s3)CC2)c(C)c1	i	0.3	-22	754	-3.4%
CCc1nc(SCC(=O)Nc2cc(C)ccc2OC)c2c(C)c(C)sc2n1	i	0.1	1	839	0.0%
O=C(O)c1cccc(NS(=O)(=O)c2cccc(C(=O)Nc3ccccc3[N+](=O)[O-])c2)c1	i	0.5	-12	801	0.1%
COc1ccc(C(=O)NCCCSC)cc1OC1CCN(C(C)C)CC1	i	0.7	-13	809	-3.2%
COCCCNC(=S)NNC(=O)c1cc(C2CC2)nc2ccccc12	i	1.5	4	833	1.7%[50 µM]
O=C(O)c1ccc(-c2nnc(-c3cccc(Br)c3)o2)cc1	i	0.5	-15	805	-1.3%[50 µM]
Cc1c(CC(=O)N[C@@H](C)C(=O)O)c(=O)oc2cc3c(cc12)CCC(C)(C)O3	i	1.5	-3	826	-0.2%[50 µM]
COc1cccc(C(=O)NCC2(c3ccc(OC)c(OC)c3)CCCC2)c1	i	0.5	4	825	1.0%
O=C1NC(=Nc2ccccc2Cl)SC1(CO)CO	i	0.3	2	798	0.0%
Cc1ccc(NC(=O)C2=C(C(=O)O)CCCC2)cc1Br	i	0.5	2	880	-0.7%
O=C(c1c(F)cccc1F)N1CCCc2ccccc21	i	0.6	-2	761	-0.6%
COc1ccccc1N(CC(O)CN1CCCCC1)S(=O)(=O)c1ccc(C)cc1 (stereo unspecified)	i	0.4	-2	841	0.3%
Cc1ccccc1NC(=O)CSCc1cc(=O)n2ccsc2n1	i	2.6	2	722	0.6%
COc1ccccc1NC(=O)C1CCN(c2ncnc3c2nc2n3CCCCC2)CC1	i	0.4	-7	704	0.1%
O=C(Cn1cnc2ccccc21)Nc1ccccc1-c1ccccc1	i	0.4	0	783	0.0%
c1cncc(-c2csc(-c3cccnc3)n2)c1	i	0.3	-3	832	0.2%
CC(C)c1ccc(-c2c(NCCc3ccccc3)c(=O)c2=O)cc1	i	0.4	3	831	0.4%
CN(Cc1ccccc1)C(=O)c1cccnc1	i	0.4	5	838	0.3%
CC1CN(/C=C/C=O)C(C)CC1OC(=O)c1ccccc1 (stereo unspecified)	i	0.3	0	801	0.1%
Cc1cc(C)n2nc(CNS(=O)(=O)c3ccc([N+](=O)[O-])cc3)nc2n1	i	5.4	3	704	-0.2%
O=C(NCc1ccccn1)Nc1cc(Cl)cc(Cl)c1	i	1.3	4	907	0.6%[50 µM]
CC(NC(=O)c1ccco1)C(=O)NC(C)c1cc(F)c(Cl)cc1Cl (stereo unspecified)	i	0.7	15	801	0.3%
COC(=O)c1ccc(COc2ccc(Cl)cc2)o1	i	1.1	12	795	0.3%
O=C(c1cccc(S(=O)(=O)N2CCCCC2)c1)N1CCN(c2ccccc2)CC1	i	0.0	-7	648	0.6%[50 µM]
CCOc1ccccc1NC(=O)NNC(=O)c1ccc2ccccc2c1	i	0.0	-2	440	0.1%
CS(=O)(=O)c1ncc(Cl)c(C(=O)Nc2ccc(OC(F)F)cc2)n1	u	x	-2	835	0.1%
CCOc1ccc(CCNS(=O)(=O)c2ccc3c(c2)NC(=O)CO3)cc1OCC	i	0.8	-4	711	-0.4%
Cc1ccccc1C(=O)Nc1c(C)[nH]c(=O)[nH]c1=O	i	0.3	8	888	0.1%
CCOc1ccc(S(=O)(=O)N2CCC(C(=O)N3CCOCC3)CC2)cc1Cl	i	5.1	-30	779	0.2%
Cc1cccc(N2CCN(Cc3ccc([N+](=O)[O-])o3)CC2)c1C	i	0.7	3	813	-1.5%
COc1ccc(N2CCN(S(=O)(=O)CC34CCC(CC3=O)C4(C)C)CC2)cc1 (stereo unspecified)	i	1.5	-34	813	-1.3%
Cc1ccccc1OCCSc1nc2ccccc2n1CCC(=O)O	i	0.4	4	820	1.2%
CN(C)S(=O)(=O)c1cccc(C(=O)Nc2ccccc2N2CCCCC2)c1	i	5.2	9	756	0.2%
COc1cc(NC(=O)CSc2ncnc3sc4c(c23)CCC(C)C4)c(C(=O)O)cc1OC (stereo unspecified)	i	0.0	12	892	-0.7%
Cn1c(=O)[nH]c(=O)c2c1nc(N)n2Cc1ccccc1	i	0.2	-3	829	-0.1%
COc1ccc(NC(=O)CSc2nnc(NC(=O)c3ccco3)s2)cc1OC	i	0.9	-2	791	0.5%
CCc1nonc1NC(=O)c1oc2ccccc2c1C	i	1.1	12	752	2.0%
CCc1ccc(NC(=O)c2cc(-c3ccc4c(c3)OCO4)on2)cc1	i	0.1	16	763	0.1%
Cc1c(C(=O)N(Cc2ccc(Cl)cc2)C2CCS(=O)(=O)C2)oc2ccccc12 (stereo unspecified)	i	5.0	-7	801	0.2%
COC(=O)c1cccc(N(C(=O)CNC(=O)c2cccs2)C(C(=O)NCC2CCCO2)c2ccc(OC)c(OC)c2)c1 (stereo unspecified)	i	0.4	-1	759	0.1%
Cc1cc(O)c(C=Nc2ccc(N3CCOCC3)cc2)c(C)c1Cl	i	0.4	-5	770	-0.1%
C=CCn1c(SCC(=O)Nc2ccc(OC)cc2)nc2ccccc2c1=O	i	0.4	15	880	0.0%
COc1ccc(CCNc2nc(C)c(C(C)=O)s2)cc1OC	i	0.7	33	781	-0.4%
COc1cc(OC)cc(C(=O)Nc2nnc(SCC(=O)NCC3CCCO3)s2)c1 (stereo unspecified)	i	1.5	-4	691	0.1%[50 µM]
COc1ccc(/C=C(\NC(=O)c2ccc(OC)cc2)C(=O)Nc2ccc(C(=O)O)cc2)cc1	i	0.1	0	849	-0.6%[50 µM]
COc1cc2ccccc2cc1C(=O)Nc1ccc(N2CCOCC2)cc1	i	1.9	-4	835	-0.1%
